Screening data as filed in PubChem BioAssay.
MITF primary: human MITF inhibition, primary screen; AID 1259374; inhibition, % at 2.6 µM; O75030; hit rate 0.91% among 650,000; AlphaScreen MITF homodimerization, bead proximity signal; in the data active = inhibition above about 50%;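 note: 0% = vehicle wells with protein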
TEAD-YAP block: TEAD-YAP interaction inhibition | HEK-TIYL cells, TEAD-Gal4/YAP UAS-luciferase luminescence | inhibition, % at 9.12 µM | hit rate 1.4% among 640,000; in the data active = inhibition above about 32%;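 note: 0% = median of test compound wells and 100% = reference inhibitor wells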
GPR151 ag: activators of human GPR151; PathHunter beta-arrestin GPR151 cells, luminescence; activation, % at 11.2 µM; hit rate 1% among 650,000; in the data active = activation above about 4.9%;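 note: 0% = median of compound wells and 100% = cells with positive control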
FBW7 act: human FBW7 E3 ligase activation, primary screen | AID 1259310 | hit rate 0.13% among 650,000 | Q969H0 | normalized activity (activation), % at 26.1 µM | AlphaScreen FBW7–phospho-cyclin E peptide binding, activator screen; in the data active = normalized activity above about 1.9%;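 note: purified mutant Fbw7 with reduced substrate affinity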
Target sequence (Q969H0 whole entry, looked up): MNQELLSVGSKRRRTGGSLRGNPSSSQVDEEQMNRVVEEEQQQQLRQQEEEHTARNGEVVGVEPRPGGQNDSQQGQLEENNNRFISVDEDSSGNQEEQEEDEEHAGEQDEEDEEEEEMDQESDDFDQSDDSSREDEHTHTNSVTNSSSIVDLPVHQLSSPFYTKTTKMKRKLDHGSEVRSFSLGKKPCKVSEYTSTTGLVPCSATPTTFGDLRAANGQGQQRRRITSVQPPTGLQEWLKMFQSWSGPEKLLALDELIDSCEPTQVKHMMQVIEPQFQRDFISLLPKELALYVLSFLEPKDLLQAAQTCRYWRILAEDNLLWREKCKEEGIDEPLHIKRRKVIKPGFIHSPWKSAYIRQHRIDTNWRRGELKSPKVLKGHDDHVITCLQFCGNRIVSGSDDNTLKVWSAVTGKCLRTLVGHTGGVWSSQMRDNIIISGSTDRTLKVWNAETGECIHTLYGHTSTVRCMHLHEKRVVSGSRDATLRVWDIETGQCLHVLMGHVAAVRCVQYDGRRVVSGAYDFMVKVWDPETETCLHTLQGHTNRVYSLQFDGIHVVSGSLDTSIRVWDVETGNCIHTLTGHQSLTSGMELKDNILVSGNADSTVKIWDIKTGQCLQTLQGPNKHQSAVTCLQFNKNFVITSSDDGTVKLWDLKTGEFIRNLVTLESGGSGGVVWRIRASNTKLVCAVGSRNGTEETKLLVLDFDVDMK
* hit, by the source's call. Hits appear at their usual frequency. Share with any hit: about 3.4%.

Molecule	MITF primary	TEAD-YAP block	GPR151 ag	FBW7 act
CCCC1CC(C)(c2csc(NCC)n2)OC1=O (centres undefined)	5	5	-0.7	-0.1
CC(C)OC1(C(F)(F)F)NC(=O)N(c2cccc(C(F)(F)F)c2)C1=O (centres undefined)	13	3	2.2	0.1
Cn1c2ccccc2c2nnc(SCC(=O)Nc3ccc4c(c3)OCCO4)nc21	-2	5	-0.2	0.0
CC(C)(C)NC(=O)N1CCC(C(=O)NC(c2ccc3c(c2)OCO3)c2ccccn2)CC1 (centres undefined)	4	4	-0.3	0.1
CC(C)CCN1CC[C@@H]2[C@H](CCCN2C(=O)c2cccc(N3CCCC3=O)c2)C1	13	12	-1.0	0.1
CC(C)C1=NN2C(=N)/C(=C/c3ccc(-c4cccc(C(=O)O)c4)o3)C(=O)N=C2S1	8	2	4.5	0.2
CC(=O)NNc1nc(-c2ccc(Sc3ccccc3)cc2)cs1	4	-8	-0.3	-0.1
Cc1nc2ccccc2n1CC(O)Cn1c2ccccc2c2ccccc21 (centres undefined)	-2	6	1.7	0.1
COc1ccccc1NC(=O)CCc1c(C)nc2c(c(C)nn2C(C)(C)C)c1C	15	2	-1.1	0.1
O=C(NC1CCCCC1)c1c[nH]c2ccccc2c1=O	-8	-69	-0.8	-0.1
O=C(Nc1ccc(S(=O)(=O)Nc2nccs2)cc1)c1ccc2c(c1)OCO2	-2	-7	4.7	0.0
CCCCC(=O)NC(=S)NNC(=O)c1ccc(Cl)cc1Cl	19	4	1.0	-0.1
COc1ccc(C2CC(=O)N(CC(=O)Nc3ccc(F)cc3)c3ccccc3S2)cc1 (centres undefined)	-7	3	0.9	0.5
NC(=O)c1ccc(-c2cccc(C(=O)NCc3cccnc3)c2)cc1	5	6	0.5	0.0
COc1ccc(C(=O)NNC(=O)C(=O)Nc2cc(OC)ccc2OC)cc1	7	2	0.2	-0.1
Clc1ccc(-c2ncc(-c3ccccc3)o2)cc1	-1	-39	0.6	0.3
CC(Oc1cccc(Cl)c1)C(=O)O/N=C(\N)c1cccc([N+](=O)[O-])c1 (centres undefined)	20	5	4.3	-0.2
O=C1NC(c2ccccc2)=N/C1=C\c1ccccc1Cl	14	-12	1.6	0.3
CCOC(=O)c1cc(NC(=O)OC(C)C)c(C)nc1C	-14	6	4.0	0.0
CCOC(=O)c1c(C)n(C)c2ccc(OC(=O)NC3(C(F)(F)F)Oc4ccc(Cl)cc4O3)cc12 (centres undefined)	-5	-10	0.6	-0.1
Cc1ccc(/C=C2/Sc3ccc(C(=O)NCCCOC(C)C)cc3NC2=O)cc1	5	2	-0.1	0.1
CC1=C(c2ccc(C)cc2)S(=O)(=O)N=C1N1CCN(c2ccccc2)CC1	12	2	-0.9	0.1
CC1(C(=O)NC(=S)NNc2nc3ccccc3[nH]2)CC1(Cl)Cl (centres undefined)	-19	-3	0.7	-0.1
COc1cc(/C=C2/C(=O)NC(=O)N(c3ccc(C)cc3)C2=O)cc(Br)c1O	1	-8	-0.1	-0.1
COc1cccc(NC(=O)N(Cc2cc3ccc(C)cc3n3nnnc23)CC2CCCO2)c1 (centres undefined)	5	-28	-0.5	-0.1
Cc1ccc(NC(=O)C(C)Sc2nc(=O)cc(N)n2CCc2ccccc2)cc1 (centres undefined)	-5	3	1.3	-0.2
CCOC(=O)C1=C(C)N=c2s/c(=C\c3cc(C)n(-c4ccc(I)cc4)c3C)c(=O)n2C1c1ccccc1Cl (centres undefined)	-1	2	-0.2	-0.1
CC(C(=O)c1ccccc1)C1(O)C(=O)N(Cc2ccccc2)c2ccccc21 (centres undefined)	-9	3	4.8	-0.2
O=C(Cn1cccc1)N1CCN(C(c2ccccc2)c2ccccc2)CC1	13	8	-0.9	-0.3
C/C=C/COC(=O)C1=C(C)NC(=O)NC1c1ccc(CC)cc1 (centres undefined)	0	3	-0.3	-0.1

Going on with the list.
Molecule	MITF primary	TEAD-YAP block	GPR151 ag	FBW7 act
COc1ccccc1-n1c(=O)oc2ccc(Cl)cc2c1=O	10	-21	-2.9	0.0
COc1ccc(OC)c(NC(=O)CSc2nc3n[nH]c(C)c3c(=N)n2-c2cccc(Cl)c2)c1	12	2	-0.3	0.4
CC(=O)c1ccc(NC(=O)Cn2nnc(-c3ccccc3C)n2)cc1	7	2	-1.3	0.1
CCS(=O)(=O)N1CCN=C1SCc1ccc(Cl)cc1Cl	15	3	1.0	0.7
Cc1cc2c(SCC(=O)c3ccccc3)ncnc2s1	11	-50	-2.0	0.7
O=C(Cn1cnc2sc3c(c2c1=O)CCCC3)Nc1ccc(Cl)c(Cl)c1	-1	3	-0.3	-0.1
Cc1cccc(C)c1NC(=O)CCC(=O)O	5	2	20*	-0.1
Cc1ccc(Nc2nc(C)nc3c2oc2ccccc23)cc1	7	10	1.4	0.0
C/C(=N\NC(=O)c1cc([N+](=O)[O-])cc([N+](=O)[O-])c1)c1ccc(O)cc1	1	6	0.6	0.1
COc1ccc(-n2cnnc2SCc2cc([N+](=O)[O-])cc3c2OCOC3)cc1	7	12	0.5	0.1
CC(C(=O)Nc1cccc(F)c1)N(c1ccccc1)S(C)(=O)=O (centres undefined)	2	-7	2.4	0.1
Cc1ccc2c(c1)C(C)(c1ccc(Cl)cc1)CC(C)(C)N2C(=O)COc1ccc2ccccc2c1 (centres undefined)	8	5	-0.2	-0.2
Oc1ccccc1-c1cc(-c2ccccc2)nn1Cc1ccc(Cl)cc1	-10	-5	-0.1	-0.1
NC(=O)c1c(NC(=O)c2cccnc2)sc2c1CCCCCC2	5	-10	-0.5	0.0
O=C(O)c1ccccc1NS(=O)(=O)c1ccc(F)c(Cl)c1	-10	-8	1.6	-0.2
CC(C)OCCCNC(=O)c1c(O)c2c([nH]c1=O)CCCC2	-9	-22	-0.6	-0.1
Cc1cccc(Nc2nnc(-c3ccc(C)c(S(=O)(=O)NCC4CCCO4)c3)c3ccccc23)c1 (centres undefined)	-6	10	-0.5	0.0
COC(=O)CCCCCNC(=S)NNC(=O)c1ccccc1	-1	8	2.0	0.0
CSc1ccccc1NC(=S)NCc1ccco1	16	6	0.9	-0.2
C=C(Cl)C(=O)Nc1ccc(Cl)cc1	8	23	-1.8	0.1
CCOc1ccc(-n2cc(-c3ccccc3)c3c(N4CCN(c5cccc(C)c5)C(C)C4)ncnc32)cc1 (centres undefined)	-7	2	1.1	0.2
Cc1ccc(-n2cccc2C(=S)N=P(N(C)C)(N(C)C)N(C)C)cc1	7	10	1.9	-0.3
CCc1nnc(NC(=O)CN2C(=O)CCC2=O)s1	6	12	0.8	0.0
CCOc1ccccc1NC(=O)c1c(NC(=O)c2ccc(C)cc2)sc2c1CCC2	-6	8	-0.4	-0.1
COc1ccc(C(CC(=O)NCc2ccc(F)cc2)N2Cc3ccccc3C2=O)cc1OC (centres undefined)	-13	3	-0.8	-0.1
O=C1CC(Cc2ccc(Br)cc2)C(=O)N1c1ccccc1 (centres undefined)	6	13	0.7	-0.2
COC(=O)C1=C(C(=O)OC)SC(=C2C(=S)C(C)(C)N(C(=O)c3cccnc3)c3ccc(C)cc32)S1	18	-5	-0.3	1.1
CSc1ccc(C2Nc3ccccc3NC3=C2C(=O)CC(c2ccc4c(c2)OCO4)C3)cc1 (centres undefined)	0	-6	0.5	-0.1
O=C(/C=C/c1ccco1)NC(=S)NNC(=O)c1ccccc1O	61*	58*	-0.7	-0.8
CCc1nnc(SCC(=O)N2CCNC(=O)C2CC(=O)OC)n1N (centres undefined)	9	4	-2.1	0.0

The final five records of the section above open the next one.
Molecule	MITF primary	TEAD-YAP block	GPR151 ag	FBW7 act
O=C1CC(Cc2ccc(Br)cc2)C(=O)N1c1ccccc1 (centres undefined)	6	13	0.7	-0.2
COC(=O)C1=C(C(=O)OC)SC(=C2C(=S)C(C)(C)N(C(=O)c3cccnc3)c3ccc(C)cc32)S1	18	-5	-0.3	1.1
CSc1ccc(C2Nc3ccccc3NC3=C2C(=O)CC(c2ccc4c(c2)OCO4)C3)cc1 (centres undefined)	0	-6	0.5	-0.1
O=C(/C=C/c1ccco1)NC(=S)NNC(=O)c1ccccc1O	61*	58*	-0.7	-0.8
CCc1nnc(SCC(=O)N2CCNC(=O)C2CC(=O)OC)n1N (centres undefined)	9	4	-2.1	0.0
Cc1cc(NC(=O)NC2CC(=O)N(c3ccc(Cl)cc3)C2)no1 (centres undefined)	-14	0	0.5	0.4
Cc1ccc(C(=O)NCC2CC(=O)N(c3ccccc3)C2)cc1 (centres undefined)	-3	14	-1.2	0.5
CSc1ccc(/C=N/Nc2ccc(S(=O)(=O)N3CCOCC3)cc2[N+](=O)[O-])cc1	15	15	-0.4	0.2
CCNC(=O)c1nn(CC2CC2)c2c1CN(Cc1cnc(-c3ccccc3)s1)CC2	-9	-3	0.3	0.1
NS(=O)(=O)c1ccc(CCNC(=O)c2ccc(Cl)cc2Cl)cc1	24	-10	-0.4	0.5
CCOc1cc(/C=N/NC(=O)C(N)=O)cc(Br)c1O	9	11	-0.6	0.1
CC(=O)N1CCc2cc(N)ccc21	13	5	2.5	0.0
CC(C)[C@@H](Cn1nnc2ccccc21)NC(=O)c1ccc(N2CCCCS2(=O)=O)cc1	-8	-3	3.0	0.0
Cc1ccccc1N(C(=O)c1ccco1)C(C(=O)NC1CCCC1)c1cccnc1 (centres undefined)	6	-1	0.3	-0.1
CCOC(=O)C1=C(N)OC2=C(C(=O)CC(c3ccccc3)C2)C1c1cc([N+](=O)[O-])ccc1Cl (centres undefined)	15	9	1.7	-0.1
COc1ccc(-c2ccc3c(c2)CC(CNC(=O)c2cccs2)O3)nn1 (centres undefined)	6	8	-0.3	0.3
CCOC(=O)c1cnc2cc(C(F)(F)F)ccc2c1N1CCN(c2cccc(Cl)c2)CC1	-3	2	1.0	-0.1
O=C(CN(C(=O)CCC(=O)Nc1ccccn1)c1ccc(F)cc1)NCCc1ccccc1	-3	5	-0.8	0.2
CC(=O)NC1=NC(=O)/C(=C\c2ccc(C)cc2)S1	3	0	-2.1	0.0
O=C(COC(=O)CCN1C(=O)C2CCCCC2C1=O)Nc1ccc(N2CCOCC2)cc1 (centres undefined)	-4	18	1.0	0.2
O=C(Cn1cnc2c(nnn2-c2ccccc2)c1=O)c1ccccc1	1	-2	1.5	0.0
COCCn1c(C)cc(C(=O)CSc2ncn[nH]2)c1C	11	-26	1.3	-0.1
CCCCN1CC(C(=O)NCCc2ccccc2)CC1=O (centres undefined)	7	7	-0.5	0.2
FC(F)(F)c1ccc(-c2[nH]ncc2-c2nc3ccccc3o2)cn1	16	1	-0.8	0.1
Cc1ccccc1C1Nc2cc(Cl)c(S(N)(=O)=O)cc2S(=O)(=O)N1 (centres undefined)	5	4	0.1	0.0
COc1cccc(NC(=O)CSc2nnc(CNC(=O)c3ccccc3)n2C)c1	18	7	-0.6	0.2
COc1ccccc1CNC(=O)Cn1cc2c(n1)CCCCC2	-10	-4	0.1	0.1
Cc1ccccc1Cn1c(SCc2ccc(Cl)cc2)nc2c1c(=O)n(C)c(=O)n2C	-1	5	0.6	-0.2
O=c1c(S(=O)(=O)c2ccccc2)c[nH]c2cc3c(cc12)OCO3	12	5	1.9	0.1
C=CCNC(=O)c1ccccc1C(=O)Nc1cccc2ccccc12	13	-5	-1.9	0.4
Cc1cc(C)cc(N=C2S/C(=C/c3cc(I)c(O)c([N+](=O)[O-])c3)C(=O)N2C2CCCCC2)c1	15	2	1.8	0.2
Cc1nnc(Nc2ccc(N3CCOCC3)cc2)[nH]c1=O	12	5	-1.5	-0.1
COc1cccc(NC(=O)c2c(O)c3cccc4c3n(c2=O)CC4)c1	7	-14	1.7	-0.1
COc1ccccc1C(C)NC(=O)c1cc(C)nc2ccccc12 (centres undefined)	11	0	1.3	0.0

Reprinted from above for reference:
Molecule	MITF primary	TEAD-YAP block	GPR151 ag	FBW7 act
CSc1ccc(/C=N/Nc2ccc(S(=O)(=O)N3CCOCC3)cc2[N+](=O)[O-])cc1	15	15	-0.4	0.2
CCNC(=O)c1nn(CC2CC2)c2c1CN(Cc1cnc(-c3ccccc3)s1)CC2	-9	-3	0.3	0.1
NS(=O)(=O)c1ccc(CCNC(=O)c2ccc(Cl)cc2Cl)cc1	24	-10	-0.4	0.5
